Source: PubChem (National Center for Advancing Translational Sciences (NCATS))
RGS4 inhibitor – blocks human RGS4-accelerated GTP hydrolysis; Transcreener GDP fluorescence polarization, RGS4-accelerated GTP hydrolysis; 0.039% of 390,000 active; AID 504845; P49798; Potency, µM (highest dose often 114 µM), without a hit: top-dose activity change, negative = inhibition, usual class: inhibitors; note: % is set by controls: 0 for no effect and ±100 for the full control effect; nearly all actives have a fitted effect of over 75% in size; some results filed as inactive show a strong effect at the top dose
Target sequence (P49798 whole entry, looked up): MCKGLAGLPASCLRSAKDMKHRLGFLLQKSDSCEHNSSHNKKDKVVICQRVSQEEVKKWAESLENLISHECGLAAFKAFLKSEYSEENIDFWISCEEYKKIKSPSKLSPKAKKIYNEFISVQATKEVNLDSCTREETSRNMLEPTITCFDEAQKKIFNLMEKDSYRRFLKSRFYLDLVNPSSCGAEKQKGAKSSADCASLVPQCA
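MLSMR compounds (23 nl, pin-transferred) preincubated 10 min at room temperature with a 500nM (2x) first reagent, then RGS4 at 900nM (2x) plus Transcreener GDP mix added; fluorescence polarization (620/688 nm) read before and after 90 min at 30 °C.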
TrxR1 inh – inhibitors of rat thioredoxin reductase 1 | recombinant rTrxR1, NADPH fluorescence consumption, selenite substrate | O89049 | 1% of 390,000 active | Potency, µM (titrated, usually from 114 µM), for inactives: at the highest dose activity change, negative = inhibition, most hits filed as inhibitors; note: % is set by controls: 0 for no effect and ±100 for the full control effect; nearly all actives have a fitted effect of over 65% in size
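Rat TrxR1 (90 nM in the dispensed reagent) was pre-reduced with 400 uM NADPH for 5 min at room temperature, then incubated with compound for 15 min. After 400 uM selenite was added, NADPH fluorescence (Ex 340/Em 450 nm) was followed for 8 min.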
Vif-A3G inh – Vif-A3G binding inhibition; Q9HC16; HeLa A3G-eYFP + Vif (tagged APOBEC3G with the HIV-1 protein that degrades it), YFP fluorescence, overnight; Potency, µM (series often up to 46.1 µM), for the others: top-dose activity, negative = active, most hits filed as inhibitors; 0.076% of 410,000 active; AID 602310;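 note: % is set by controls: 0 for no effect and ±100 for the full control effect; nearly all actives have a fitted effect of over 60% in size; hits raise eYFP signal because A3G escapes Vif-driven loss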
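Read-out is eYFP fluorescence (Ex 488/Em 500-530) from Vif-expressing HeLa A3G-eYFP cells; more signal means A3G escaped Vif-mediated degradation. Cells plated overnight, compound pinned in, incubated overnight at 37 deg C.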
USP1-UAF1 inh – blocks the human USP1/UAF1 deubiquitinase complex; O94782; recombinant USP1/UAF1, Ub-Rhodamine cleavage fluorescence; AID 743255; 0.23% of 390,000 active; Potency, µM (highest dose often 57.1 µM), without a hit: top-dose activity change, negative = inhibition, most hits filed as inhibitors; note: % is set by controls: 0 for no effect and ±100 for the full control effect; nearly all actives have a fitted effect of over 60% in size; inactives centre near -12
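USP1/UAF1 complex (1 nM) preincubated 15 min at room temperature with compound, then Ub-Rho substrate (150 nM final) added. Kinetic fluorescence at 480/540 nm over 6 reads at 60 s intervals; 50 mM HEPES pH 7.8, 0.5 mM EDTA, 0.1 mg/ml BSA, 1 mM TCEP, 0.01% Tween-20.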
RXFP1 ag – RXFP1 (human) receptor agonism. Q9HBX9. HEK293T-RXFP1 cAMP TR-FRET, 30 min; response scale: percent of porcine relaxin response, buffer zero. Potency, µM (series often up to 57.5 µM), for inactives: top-dose activation, usual class: activators. 0.3% of 370,000 active. AID 2676; note: % is set by controls: 0 for no effect and ±100 for the full control effect; nearly all actives have a fitted effect of over 60% in size; many of its hits are not listed in these tables
Target sequence (Q9HBX9 whole entry, looked up): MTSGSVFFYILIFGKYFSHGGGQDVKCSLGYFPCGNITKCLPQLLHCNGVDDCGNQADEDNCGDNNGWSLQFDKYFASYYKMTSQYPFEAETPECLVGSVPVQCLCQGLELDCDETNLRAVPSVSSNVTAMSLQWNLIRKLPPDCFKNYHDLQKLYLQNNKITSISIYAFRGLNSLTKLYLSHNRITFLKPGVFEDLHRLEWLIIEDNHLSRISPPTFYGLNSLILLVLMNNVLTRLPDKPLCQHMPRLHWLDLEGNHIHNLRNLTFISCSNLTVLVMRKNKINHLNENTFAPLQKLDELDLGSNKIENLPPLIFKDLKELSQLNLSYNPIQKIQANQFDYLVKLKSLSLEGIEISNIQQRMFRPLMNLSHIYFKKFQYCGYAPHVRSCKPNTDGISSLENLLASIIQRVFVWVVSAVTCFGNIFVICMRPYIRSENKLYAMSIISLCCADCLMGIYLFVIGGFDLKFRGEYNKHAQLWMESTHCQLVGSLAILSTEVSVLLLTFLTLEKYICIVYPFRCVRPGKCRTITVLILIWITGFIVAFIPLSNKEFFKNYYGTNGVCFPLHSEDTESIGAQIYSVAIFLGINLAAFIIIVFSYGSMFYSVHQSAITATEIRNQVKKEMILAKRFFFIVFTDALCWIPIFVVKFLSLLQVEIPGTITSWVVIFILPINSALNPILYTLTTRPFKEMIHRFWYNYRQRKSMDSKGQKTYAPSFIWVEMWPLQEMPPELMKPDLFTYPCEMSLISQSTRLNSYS
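HEK293 cells stably expressing RXFP1, treated 30 min at 37C with compounds plus PDE4 inhibitor Ro 20174; cAMP measured by HTRF TR-FRET. Normalized to buffer and 29 nM porcine relaxin; EC50 by Hill fit.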
TrxR1 substrate – is turned over as a substrate by rat TrxR1. AID 588456. Potency, µM (highest dose often 114 µM), without a hit: at the top dose activity change, negative = substrate turnover. 0.01% of 390,000 active. purified TrxR1 substrate turnover, NADPH consumption readout; note: % is set by controls: 0 for no effect and ±100 for the full control effect; nearly all actives have a fitted effect of over 50% in size
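Rat TrxR1, dispensed at 90 nM, was prereduced with 400 uM NADPH (final) for 5 min at ~22 deg C, then incubated with compound 15 min before 400 uM selenite. A first-read NADPH fluorescence drop versus no-compound background flagged substrates.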
ALOX12 inh – ALOX12 (human) lipoxygenase inhibition; purified 12hLO, xylenol orange hydroperoxide absorbance; P18054; 1.1% of 580,000 active; AID 1671190; Potency, µM (top dose mostly 108 µM), for the others: top-dose activity change, negative = inhibition, hits mostly inhibitors; note: % is set by controls: 0 for no effect and ±100 for the full control effect
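Purified human 12hLO at 150 nM in 25 mM Hepes, 0.01% Triton X-100, pH 7.0, preincubated 15 min at room temperature with compound. Reaction started with 40 uM arachidonic acid, 30 min at room temperature. Hydroperoxide measured by Fe-xylenol orange, 573/405 nm absorbance ratio.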
Vif-APOBEC3F blk – blocks the Vif interaction with APOBEC3F | Potency, µM (doses to about 46.1 µM), for the others: top-dose activity, negative = active | 0.2% of 390,000 active | HeLa A3F-eYFP + Vif (tagged APOBEC3F with the HIV-1 protein that degrades it), YFP fluorescence increase; note: % of control where 0% means no effect; nearly all actives have a fitted effect of over 65% in size
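Fluorescence increase (Ex 488/Em 500-530) after overnight compound treatment at 37 deg C flags inhibition of Vif-driven A3F-eYFP loss in stable HeLa A3F-eYFP/Vif cells seeded overnight beforehand.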
mIDH1 inhibitor – blocks human mutant IDH1 R132H enzyme | IDH1-R132H enzyme, NADPH consumption, diaphorase/resazurin fluorescence | Potency, µM (doses to about 76.6 µM), without a hit: top-dose activity change, negative = inhibition, usual class: inhibitors | O75874 | 0.093% of 390,000 active; note: % is set by controls: 0 for no effect and ±100 for the full control effect; nearly all actives have a fitted effect of over 65% in size
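IDH1-R132H (0.5 ug/mL) preincubated 30 min with compound, then NADPH (0.016 mM) and alpha-KG (2 mM) added; 80 min at RT, pH 7.5. Remaining NADPH coupled via diaphorase/resazurin to fluorescence (540/590 nm); concentration-response curves normalized to no-enzyme control.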
* marks the source's active call; other numbers are inactive results; i = inactive; ? = inconclusive; · = not tested or not shown; [ ] = another dose, or the depositor's remark. Calls come from the whole dose curve; as a rule, active = well fitted curve in the direction sought with a large enough effect; inconclusive = small, poorly fitted or top-dose-only effect, or another doubt; inactive = no such curve, though single readings can be large; an effect the other way counts as inactive or inconclusive. Potency is the fitted concentration of half-maximal effect. These rows are one share of the data. The share of hits here may be higher or lower than overall.

SMILES | RGS4 inhibitor | TrxR1 inh | Vif-A3G inh | USP1-UAF1 inh | RXFP1 ag | TrxR1 substrate | ALOX12 inh | Vif-APOBEC3F blk | mIDH1 inhibitor
Cc1nc2ccc(NC(=O)NCCCO)cc2s1 | 1% | -6% | -5% | -21% | -2.1% | 7% | i | 1% | 3%
CC(C)(C)[C@@H]1C=C(C(=O)NCc2ccccc2)O[C@H](OCc2ccc(CO)cc2)C1 | 3% | 4% | 1% | -13% | 0.4% | -7% | -2% | 4% | 5%[38.3 µM]
O=c1c2ccc(Cl)cc2[nH]c(=S)n1CCC1=CCCCC1 | -5% | 2%[57.1 µM] | 2% | -8% | ? | -23%[57.1 µM] | 31%[activator] | -4% | 4%
COC(=O)c1cc(NC(=O)c2ccccc2)c(=O)oc1C/C=N\OCc1ccc(Cl)cc1Cl | ? | 14%[57.1 µM] | -14% | ? | 0.2% | 11%[57.1 µM] | ? | -5% | 3%
C/C(=N/NC(=O)c1ccccc1)C(=O)O | 10% | 27%[57.1 µM] | 3% | -16% | 5.7% | 15% | 4% | -11% | 6%
COc1cc(OC)c(OC)cc1CN1CCc2nc(N3CCN(C)CC3)ncc2C1 | -7% | 4%[57.1 µM] | 3% | 3% | 3.6% | 4%[57.1 µM] | 2% | 5% | 1%
C/C(=C\c1ccccc1)C(=O)c1c(C)cc(C)[nH]c1=O | -11% | 4% | 0% | -14% | -1.4% | -1% | -13% | 2% | 4%
N#CCCn1cc(CNCc2cccnc2)c(-c2ccccc2)n1 | -2% | -33% | -4% | · | · | 47%[activator] | · | · | ·
Nn1c(SCC(=O)NC2CCCCCC2)nnc1C(F)(F)F | 16% | -6%[57.1 µM] | 7% | ? | · | 4%[57.1 µM] | -9% | 3% | -2%
CC(Nc1cc(N2CCN(S(C)(=O)=O)CC2)ccc1[N+](=O)[O-])c1ccccc1 (configuration not stated) | -30% | 7%[57.1 µM] | 0% | -22% | 0.1% | -12% | -22% | 0% | 11%
CCOCc1nnc(NC(=O)CS(=O)(=O)c2ccc(C)cc2)s1 | -9% | 17% | -3% | 2% | 1.4% | 2% | 0% | 8% | -14%
CCCOc1ccc(C(=O)N2CC3(CC(c4cccc(NC(=O)[C@@H]5CCC(=O)N5)c4)=NO3)C[C@H]2C(=O)NC2(C(N)=O)CC2)cc1 (some centres not stated) | 12% | 7% | 1% | -14% | -1.2% | 9%[57.1 µM] | ? | 2% | -5%
ClCc1cc2ccccc2nc1Cl | -22% | -60% | 1% | -3% | 1.4% | 7%[57.1 µM] | 0% | 1% | 1%
CCC(=O)c1c[nH]c(C(=O)NCc2ccco2)c1 | 7% | 10%[57.1 µM] | -3% | -10% | 1.6% | 14% | 160%[activator] | 2% | 2%
O=[N+]([O-])CC1(n2nc3ccccc3n2)CCCCC1 | 5% | 8%[57.1 µM] | 2% | -21% | 1.6% | -5% | · | 0% | -4%
CCCCNC(=S)Nc1ccc(Oc2ccccc2)cc1 | -17% | 3% | 2% | -19% | -0.8% | -8% | ? | ? | 6%
COc1ccc(-c2cc(CCCC(=O)NCCc3ccc(OC)cc3OC)no2)cc1 | 7% | 15% | -5% | -16% | -0.9% | 11% | -2% | -3% | 0%
O=C(O)CCCn1cc(NC(=O)c2ccc(F)cc2)cn1 | -10% | 37%[57.1 µM] | -1% | -12% | 0.1% | -10%[57.1 µM] | 0% | -2% | 11%
Cc1ccc2nc(SCC(=O)Nc3cccc(S(=O)(=O)NC4=NCCCCC4)c3)[nH]c2c1 | 22%[11.4 µM] | 33% | 5% | -10% | -3.7% | 4% | -9% | 2% | -7%
CCOC(=O)C1CCN(c2cc3c(cc2NC(=O)c2ccccc2F)n(C)c(=O)n3C)CC1 | 4% | 10% | 3% | -13% | 0.7% | -2% | 0% | -1% | 16%
COc1ccc(CNC(=O)CCCC(=O)n2nc(C)c3ccccc32)cc1 | 1% | 12% | -7% | -17% | -0.1% | -1% | 25% | 2% | -1%
COCCCN(C(=O)CCSc1ccc(F)cc1)c1c(N)n(Cc2ccccc2)c(=O)[nH]c1=O | 6% | 7% | 0% | -24% | 1.8% | 1% | 1% | 2% | 0%
O=C(NCCC(=O)N1CCCCCCC1)c1ccc(Br)cc1 | 6% | 7% | -15% | -13% | -1.9% | 3% | -5% | 2% | 13%
CCOc1ccccc1N1C(=O)CC(N(O)c2ccccc2)C1=O (configuration not stated) | -8% | ? | 2% | -13% | 0.6% | 5% | ? | -1% | -12%
Cc1ccc(-c2nnc(-c3cccc(Br)c3)o2)cc1 | ? | 13% | 1% | -16% | 0.7% | 9% | 0% | · | 3%

Overlap with the part before: five entries, followed by the next part.
SMILES | RGS4 inhibitor | TrxR1 inh | Vif-A3G inh | USP1-UAF1 inh | RXFP1 ag | TrxR1 substrate | ALOX12 inh | Vif-APOBEC3F blk | mIDH1 inhibitor
COc1ccc(CNC(=O)CCCC(=O)n2nc(C)c3ccccc32)cc1 | 1% | 12% | -7% | -17% | -0.1% | -1% | 25% | 2% | -1%
COCCCN(C(=O)CCSc1ccc(F)cc1)c1c(N)n(Cc2ccccc2)c(=O)[nH]c1=O | 6% | 7% | 0% | -24% | 1.8% | 1% | 1% | 2% | 0%
O=C(NCCC(=O)N1CCCCCCC1)c1ccc(Br)cc1 | 6% | 7% | -15% | -13% | -1.9% | 3% | -5% | 2% | 13%
CCOc1ccccc1N1C(=O)CC(N(O)c2ccccc2)C1=O (configuration not stated) | -8% | ? | 2% | -13% | 0.6% | 5% | ? | -1% | -12%
Cc1ccc(-c2nnc(-c3cccc(Br)c3)o2)cc1 | ? | 13% | 1% | -16% | 0.7% | 9% | 0% | · | 3%
COc1ccc(C(C)C)cc1S(=O)(=O)n1ccnc1C | 3% | 5% | 0% | -19% | -0.3% | 8%[0.457 µM] | ? | -20% | 3%
Cc1cc(OC(C)C(=O)NCc2ccccn2)c2c(C)c(C)c(=O)oc2c1 (configuration not stated) | 10% | 33% | 1% | -14% | 7.6% | 22% | 57%[activator] | 2% | -4%
COc1ccc(C(=O)c2oc3ccccc3c2NC(=O)COc2cccc(C)c2)cc1 | 5% | 16%[57.1 µM] | -4% | 6% | -1.0% | -1%[57.1 µM] | -37% | 3% | -5%
O=C(COc1ccc(Cl)cc1)Nc1nnc2n1CCS2 | -16% | -7%[57.1 µM] | 1% | -30% | 1.6% | -10%[57.1 µM] | -14% | -3% | 3%
O=C(COc1ccc(Br)cc1CNCCCN1CCOCC1)Nc1ccccc1 | ? | 34%[activator] | 0% | -5% | 1.4% | 14% | -4% | 3% | 1%
CCn1ccc(C(=O)Oc2ccc(Cl)cc2)n1 | 26% | 4% | -1% | -5% | 1.7% | 0% | 10% | -2% | 7%
COc1cc(OC)c(OC)cc1CN1CCN(c2ccccc2OC)CC1 | 22% | 12% | -4% | -8% | 0.0% | 7% | ? | -1% | 1%
CC(=O)NC(Cc1ccc(C)cc1)C(=O)NC1CCN(C(=O)c2cnccn2)CC1 (configuration not stated) | 17% | 11% | 0% | -5% | 1.8% | 7%[57.1 µM] | -12% | 0% | 1%
O=S(=O)(c1ccc(Cl)cc1)N1CN(CC2CCCO2)c2nc3ccccc3nc21 (configuration not stated) | -6%[56.9 µM] | 3% | 0% | -27% | 5.5% | 3% | -20% | 2% | 1%
CCN(CC)N=Nc1ccc(S(N)(=O)=O)cc1 | 16% | 0% | -5% | -15% | -0.3% | -9% | -1% | -2% | 0%
COc1ccc(CCC(=O)OCC(=O)NCc2ccc3c(c2)OCO3)cc1 | -17% | 26% | -1% | -20% | 0.6% | 2% | 21% | -4% | 4%
CCOC(=O)c1[nH]c(C)c(CCC(=O)Nc2cccc(C(F)(F)F)c2)c1C | 21% | 1%[57.1 µM] | -1% | -17% | 2.1% | -5%[57.1 µM] | -22% | 2% | -3%
Cc1ccc(NC(=O)c2ccc(S(=O)(=O)N3CCOCC3)cc2)nc1 | -26% | 17% | -1% | -8% | -0.6% | -2%[57.1 µM] | 0% | -6% | 6%
CCOc1ccc(C2C(C(=O)c3ccco3)=C(O)C(=O)N2CCCn2ccnc2)cc1OCC (configuration not stated) | 3% | -12% | 1% | -18% | 5.2% | -6% | -6% | -11% | 23%
Cc1ccc(NC(=O)C(C)OC(=O)c2n[nH]c3ccccc23)cc1 (configuration not stated) | 3% | 5% | -6% | 4% | -0.7% | -7% | ? | -28% | 8%
O=c1[nH]n2c(=O)c3c([nH]c2c1N=Nc1cccc(Cl)c1)CCCC3 | -36% | -12% | 4% | ? | -0.6% | -11% | ? | -6% | -1%
O=C(NCc1ccccc1)c1ccccc1Br | 13% | 19%[57.1 µM] | 0% | 6% | 0.7% | 3%[57.1 µM] | -3% | 9% | 0%
